Source: PubChem BioAssay (National Center for Advancing Translational Sciences (NCATS))
Pf Dd2 inh – inhibitors of Plasmodium falciparum Dd2 growth; P. falciparum Dd2 growth, SYBR Green, 72 h; 4.3% of 120,000 active; Potency, µM (doses to about 28.9 µM), inactives show at the highest dose activity, negative = inhibition, hits mostly inhibitors; active = well fitted inhibition curve with a large enough effect; inconclusive = small, poorly fitted or top-dose-only effect; inactive = no such curve, though single readings can be large or run the other way;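 note: plate controls were DMSO vehicle for no effect and reference drug for full effect; nearly all actives have a fitted effect of over 65% in size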
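Readout: SYBR Green fluorescence, 485 nm excitation, 535 nm emission, after ~16 h lysis at 37C. Before that, Dd2-infected red cells (2.5% hematocrit) grew 72 h with compound, 29 uM top final concentration.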
* hit, by the source's call; [ ] = another dose, or the depositor's remark. Potency is the fitted concentration of half-maximal effect.

CCN(CCN(C)C)C(=O)C1CCN(S(=O)(=O)c2c(C)noc2/C=C/c2ccccc2F)CC1 was read as Pf Dd2 inh inconclusive.
For CC1N=C2c3ccccc3N=C(SCC(=O)NCCc3ccc(Cl)cc3)N2C1=O (stereo not given) the results were Pf Dd2 inh 10%.
For O=C(N[C@@H]1CCN(C(=O)CSc2ccccn2)C[C@H]1O)c1ccncc1 the results were Pf Dd2 inh -10%.
`CCNC(=O)c1cccnc1OC1CCN(C(=O)c2cc(C)cc(C)c2)C1` (stereo not given) gave Pf Dd2 inh -14%.
`O=C(CC1CCCCC1)Nc1ccc(-c2nnc3n2CCCC3)cc1` gave Pf Dd2 inh inconclusive.
Screening O=C(c1ccc2c(c1)OCO2)N1CCC2(CC1)N=C(c1ccc(Br)cc1)NO2 returned Pf Dd2 inh inactive.
For CC(=O)NC1(C)CCN(Cc2cccc(Nc3cccc(Cl)c3)c2)C1 (stereo not given) the results were Pf Dd2 inh inconclusive.
`Cc1nn(CC(=O)NC(C)c2ccccc2)c(=O)c2nc(C(C)C)sc12` (stereo not given) gave Pf Dd2 inh inactive.
C=CCc1ccccc1OCCN(C)Cc1ccc(S(C)(=O)=O)cc1 was read as Pf Dd2 inh -14%.
For Cc1cccc(C(=O)N2CCN(c3cc(C(F)(F)F)ncn3)CC2)c1 the results were Pf Dd2 inh 2%.
Screening O=C(c1cnccn1)N1CCC[C@H](n2c(=O)n(CC3CC3)c3cccnc32)C1 returned Pf Dd2 inh -7%.
`CCn1nccc1C(=O)N1[C@@H]2CC[C@H]1CC(NC(=O)c1ccncc1)C2` (stereo not given in full) gave Pf Dd2 inh 22%.
`Cc1ccc(CNC(=O)c2nn(C)c3c2CS(=O)(=O)c2ccccc2-3)cc1` gave Pf Dd2 inh -11%.
O=C(COc1ccccc1)N1CC(Oc2ccc(-c3noc(C4CCOCC4)n3)cc2)C1 was read as Pf Dd2 inh -31%.
`COc1cc(NC(=O)CCn2c(-c3ccccc3)cc(C(C)=O)c2C)cc(OC)c1` gave Pf Dd2 inh 30%[activator].
CCCC(C)N1CC2(CCN(C(=O)c3cnc(C)cn3)CC2)OC1=O (stereo not given) was read as Pf Dd2 inh -9%.
For Cc1ccc(NC(=O)N2C[C@@H]3C[C@H](C2)c2c(-c4ccccc4F)ccc(=O)n2C3)cc1 the results were Pf Dd2 inh inactive.
O=C(CSc1nc2ccccc2nc1Cc1ccc(Cl)cc1)N1CCCc2ccccc21 was read as Pf Dd2 inh inconclusive.
Screening Cc1cc2nc3n(c(=O)c2n1CC(=O)Nc1ccc(Cl)cc1F)CCCCC3 returned Pf Dd2 inh -3%.
For O=C1CC(c2ccccc2)N(S(=O)(=O)c2cccc(F)c2)CCCCCCN1 (stereo not given) the results were Pf Dd2 inh -16%.
O=C(N[C@@H]1CCOC[C@H]1Oc1cccc(F)c1)c1cnc2c(c1)CCC2 was read as Pf Dd2 inh -9%.
`Cc1ccc(CNS(=O)(=O)c2ccc3c(c2)CC(C)N3C(=O)C2CCC2)cc1` (stereo not given) gave Pf Dd2 inh 71%[activator].
`Cc1cc(=O)n2nc(N3CCC(C(=O)Nc4ccc(Br)cc4F)CC3)sc2n1` gave Pf Dd2 inh 19%.
Screening O=C(NCCC1CCN(C(=O)Nc2ccc(F)cc2F)CC1)c1cccs1 returned Pf Dd2 inh inactive.
`Cn1c(CCNC(=O)CC2CCOCC2)nc2ccccc21` gave Pf Dd2 inh 30%[activator].
For Cc1nc(C)c(C(=O)NC2CCN(C(=O)N3CC4CC(C3)[C@H]3CCCC(=O)N3C4)CC2)s1 (stereo not given in full) the results were Pf Dd2 inh 8%.
Screening COc1ccc(C(=O)c2cn(Cc3ccc(F)cc3)c3c(F)cc(F)cc3c2=O)cc1 returned Pf Dd2 inh inconclusive.
Screening Cc1ccc(S(=O)(=O)n2nc(C)c(S(=O)(=O)N3CCCCC3)c2C)cc1 returned Pf Dd2 inh 15%.
Screening Cc1noc([C@@H]2CN(C(=O)COc3ccc(Cl)cc3)C[C@H]2CO)n1 returned Pf Dd2 inh -9%.
COc1ccc(NC(=O)CCn2cnnn2)cc1NC(=O)c1ccccc1 was read as Pf Dd2 inh -9%.
`O=C(c1ccc2c(c1)N(Cc1cccc(Cl)c1)C(=O)c1ccccc1S2=O)N1CCC(Cc2ccccc2)CC1` (stereo not given) gave Pf Dd2 inh -25%.
For O=C(c1nnc(CNc2ccccc2)n1-c1ccccc1)N1CCC[C@@H]1C(c1ccccc1)c1ccccc1 the results were Pf Dd2 inh -15%.
`Cc1cccc(-c2nnc(SCC(=O)Nc3ccc(C)c(C)c3)o2)c1` gave Pf Dd2 inh inactive[5.79 µM].
`CCC1CCCCN1CCCNC(=O)c1cn(CC)c2ccc(S(=O)(=O)N(C)C3CCCCC3)cc2c1=O` (stereo not given) gave Pf Dd2 inh inconclusive.
N#Cc1ccccc1Cn1c(=O)n(Cc2ccc(C(=O)NC3CCN(Cc4ccccc4)CC3)cc2)c(=O)c2ccccc21 was read as Pf Dd2 inh inconclusive.
For CCN(CCCNC(=O)c1cc2c(=O)n(CC)c3ccccc3c2s1)c1cccc(C)c1 the results were Pf Dd2 inh 0%.
Cc1ccc(NC(=O)CC2=C3CCCCC3NC2=O)cc1 (stereo not given) was read as Pf Dd2 inh 1%.
For Nc1nnc2c(n1)[nH]c1ccccc12 the results were Pf Dd2 inh inactive.
`COc1cccc(C(=O)NCCn2ccn3nc(-c4ccc(F)cc4)cc3c2=O)c1OC` gave Pf Dd2 inh inactive.
For Cc1ccc(CN2C[C@@H](CO)[C@H](c3ccccn3)C2)nc1 the results were Pf Dd2 inh inconclusive.
For CCc1ccc(Oc2c(C(F)(F)F)oc3c(CN4CCN(C)CC4)c(O)ccc3c2=O)cc1 the results were Pf Dd2 inh 0.28µM*.
`CN(C)CCN(C)C[C@H]1CN2CC[C@H]1C[C@@H]2CNC(=O)c1ccc(N(C)C)cc1` gave Pf Dd2 inh 14%[44.1 µM].
`CC(=O)Nc1nonc1-c1nnc(SCc2ccc(C)cc2)n1C` gave Pf Dd2 inh inactive.
Screening O=C1NC[C@H]2CN(CCCc3ccccc3)CCN12 returned Pf Dd2 inh -14%[44.1 µM].
Screening O=C(CC1CCCN(c2cn[nH]c(=O)c2)C1)NCCc1ccccc1 (stereo not given) returned Pf Dd2 inh -8%.
For Cc1nn(C)cc1C(=O)N1C[C@@H](CO)[C@H](c2ccncc2)C1 the results were Pf Dd2 inh 14%.
CN(C)C(=O)N1Cc2ccccc2OC2(CCN(C(=O)c3cccc4[nH]ccc34)CC2)C1 was read as Pf Dd2 inh inconclusive.
Screening O=C(c1ccsc1)N1CCCC(CN2CCCC2)CC1 (stereo not given) returned Pf Dd2 inh inconclusive.
Screening Cc1cn2nc(C(=O)N3CCC(NC(=O)C4(c5ccccc5)CC4)CC3)cc2c(=O)[nH]1 returned Pf Dd2 inh inconclusive.
Screening OCC1CNCCC12CCN(Cc1ccc3ccccc3c1)CC2 (stereo not given) returned Pf Dd2 inh inconclusive.
For CCOC(=O)c1ccccc1NS(=O)(=O)c1ccc(N2CCCCS2(=O)=O)cc1 the results were Pf Dd2 inh 5%.
Screening CC(Nc1oc(-c2ccc(COc3ccc(Cl)cc3)o2)nc1C#N)c1ccccc1 (stereo not given) returned Pf Dd2 inh inconclusive.
O=C(NC1CCCC1)c1cc2c(s1)CCN(C(=O)c1ccc(F)cc1)C2 was read as Pf Dd2 inh inconclusive.
COc1ccc(C(=O)N2CCC(Cn3c(C)cnc3C3CCC3)CC2)c(OC)c1 was read as Pf Dd2 inh -26%.
`COc1ccc(N2CCN(c3nc(C(=O)NC4CCCCCC4)cs3)CC2)cc1` gave Pf Dd2 inh inconclusive.
Screening O=C(N1CC(Oc2ccc(-c3noc(-c4ccccc4)n3)cc2)C1)C1(c2ccccc2)CC1 returned Pf Dd2 inh inconclusive.
Screening COCCCn1c(=O)c2sccc2n2c(CCCC(=O)NCc3ccc(F)cc3)nnc12 returned Pf Dd2 inh 2%.
Screening O=C1Nc2ccccc2CC12CCN(Cc1cncs1)C2 (stereo not given) returned Pf Dd2 inh inconclusive.
For CCOc1ccc(CCNS(=O)(=O)c2cc(Br)cc3c2N(C(C)=O)CC3)cc1OCC the results were Pf Dd2 inh inactive.
`Cc1cccc(NC(=O)N2CCC(CN3CCCCCC3)CC2)c1C` gave Pf Dd2 inh -36%.
Screening COc1ccc(-c2noc(CC3CCN(C(=O)Cc4cccc(C)c4)CC3)n2)cc1 returned Pf Dd2 inh inconclusive.
For COc1ccc(-n2nc(C(=O)N3CCCC(C)C3)c3c4ccccc4n(C)c3c2=O)cc1Cl (stereo not given) the results were Pf Dd2 inh inactive.
Screening c1ccc(CCCN2Cc3[nH]cnc3C[C@H]2c2nc(-c3cnccn3)no2)cc1 returned Pf Dd2 inh inconclusive.
Screening CC(=O)Nc1c(C)nn(-c2ccccc2)c1N1CCC(C(=O)NCc2cccc(Cl)c2)CC1 returned Pf Dd2 inh 4%.
Screening CCOC(=O)c1[nH]c2ccccc2c1NC(=O)c1cc(OCC)c(OCC)c(OCC)c1 returned Pf Dd2 inh -13%.
For Cc1ccc(-c2noc(C(C)NC(=O)c3ccco3)n2)cc1 (stereo not given) the results were Pf Dd2 inh 30%.
`COc1ccccc1Nc1ncc2c(n1)CN(C(=O)c1cccc(C#N)c1)CCN2` gave Pf Dd2 inh inconclusive.
Screening O=C(CSC1=Nc2ccccc2N=C(c2ccc(F)cc2)C1)NCc1ccccc1 returned Pf Dd2 inh inconclusive.
For O=C(Cn1c(=O)n(Cc2ccccc2)c(=O)c2sc3ccccc3c21)Nc1ccc(F)cc1 the results were Pf Dd2 inh inconclusive.
For Cc1ccc(C)c(CCNC(=O)[C@H]2CNC[C@H](C(=O)N3CCOCC3)C2)c1 the results were Pf Dd2 inh -4%.
CC(=O)Nc1cc(C(=O)NCc2ccccc2C)c2ccc(C)nc2c1 was read as Pf Dd2 inh -22%.
Screening CCOC(=O)c1sc2ccccc2c1S(=O)(=O)Nc1cccc(C(F)(F)F)c1 returned Pf Dd2 inh inactive.

This is a subset, so the mix of outcomes need not match the whole.
